V-ATPase pH – regulators of yeast V-ATPase proton transport; AID 504577; response, % at 10 µM; 350,000 tested, 0.37% active; S. cerevisiae, pHLuorin cytosolic pH fluorescence; in the data active means response mostly above about 7.3%, no sharp cut-off; inactive means mostly below about 5.4%; further: actives read high; inactives centre near 0; some compounds called inactive have numbers as strong as hits; reference of the scale not given here
Pemphigus Ab inh – inhibitors of pemphigus antibody binding to human desmoglein-3; AID 588358; P32926; 310,000 tested, 0.48% active; DSG3-coupled beads, scFv-anti-DSG3-GFP binding, flow cytometry; active compounds read low; binding (percent of control), % at 10 µM;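 active means binding more than 3 SD below its plate's average and above zero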;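 further: hits lower antibody fragment binding to DSG3; some compounds called inactive have numbers as strong as hits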
Target sequence (P32926 whole entry, looked up, the tested form may be a part): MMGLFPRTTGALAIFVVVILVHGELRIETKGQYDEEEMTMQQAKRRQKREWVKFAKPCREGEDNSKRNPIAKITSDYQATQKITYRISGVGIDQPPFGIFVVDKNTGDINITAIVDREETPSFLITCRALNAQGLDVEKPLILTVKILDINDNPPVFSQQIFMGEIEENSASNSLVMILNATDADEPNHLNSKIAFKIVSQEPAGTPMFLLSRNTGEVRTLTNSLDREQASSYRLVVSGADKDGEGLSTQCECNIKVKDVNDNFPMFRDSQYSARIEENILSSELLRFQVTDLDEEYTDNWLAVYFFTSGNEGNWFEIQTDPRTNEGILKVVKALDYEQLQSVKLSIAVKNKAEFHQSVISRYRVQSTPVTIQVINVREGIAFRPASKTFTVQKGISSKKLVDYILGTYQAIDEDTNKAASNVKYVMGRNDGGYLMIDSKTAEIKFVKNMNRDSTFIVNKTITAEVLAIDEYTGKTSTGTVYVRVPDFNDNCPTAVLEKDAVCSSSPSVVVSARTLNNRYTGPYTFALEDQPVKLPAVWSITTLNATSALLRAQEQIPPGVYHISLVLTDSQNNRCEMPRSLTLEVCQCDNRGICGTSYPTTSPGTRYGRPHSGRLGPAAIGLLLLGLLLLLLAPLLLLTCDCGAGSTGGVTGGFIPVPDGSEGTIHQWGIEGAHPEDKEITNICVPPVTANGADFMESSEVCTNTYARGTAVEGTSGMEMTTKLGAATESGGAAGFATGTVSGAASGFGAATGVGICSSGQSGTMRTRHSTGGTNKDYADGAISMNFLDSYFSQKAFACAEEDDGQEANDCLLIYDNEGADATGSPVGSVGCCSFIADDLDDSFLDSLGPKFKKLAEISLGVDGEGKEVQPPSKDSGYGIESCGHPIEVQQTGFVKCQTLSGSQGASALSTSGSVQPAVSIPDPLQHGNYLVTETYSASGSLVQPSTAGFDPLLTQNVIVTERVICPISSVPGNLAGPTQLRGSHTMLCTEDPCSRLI
PKA-R1A act – activators of PKA-R1A complex; AID 504707; PKA-R1A dissociation, Cy5-IP20 fluorescence polarization; scaled: DMSO 0%, 113 µM cGMP 100%; 340,000 tested, 0.083% active; activation, % at 11.4 µM;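 active means percent activation above the mean of all tested compounds plus 3 SD, cut at about 19% in these data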;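 further: higher means more PKAc released from R1A so a rise in polarization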
DAGLB inhibitor – blocks human DAGLB lipase activity. inhibition, % at 5.17 µM. HEK293T DAGLB membrane lysate, EnzChek fluorogenic substrate. 340,000 tested, 0.059% active; in the data active means inhibition above about 34%;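 further: 0% = enzyme with vehicle and 100% = wells lacking enzyme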
MOR-DOR inv ag – inverse agonists of human mu-delta opioid receptor heterodimerization | P35372+P41143 | AID 504357 | cell-based MOR-DOR heterodimer luminescence, inverse agonism | inhibition, % at 9.3 µM | 340,000 tested, 0.21% active; in the data active means inhibition above about 22%, passing the limit was not always enough;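 further: 0% = cells with DMSO and 100% = wells without cells with DMSO; values of inactives mirror those of a sister screen read the other way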
PKA-R2B activ – PKA-R2B complex activation | P22694+P31323 | PKA-R2B holoenzyme dissociation, Cy5-IP20 fluorescence polarization; R2B truncated from residue 108, S112A mutant; 0% DMSO only, 100% 113 µM cGMP | activation, % at 11.4 µM | 340,000 tested, 0.079% active | AID 504700;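 active means activation above a cutoff set at the mean over all compounds plus 3 SD, cut at about 18% in these data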;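 further: higher means more holoenzyme dissociation and a rise in polarization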
OPRM1-OPRD1 ag – agonists of human mu-delta opioid receptor heterodimerization; P35372+P41143; cells, OPRM1-OPRD1 heterodimerization, luminescence; activation, % at 9.3 µM; 340,000 tested, 0.3% active; AID 504326; in the data active means activation above about 18%;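 further: 0% = vehicle-treated cells and 100% = reference agonist; values of inactives mirror those of a sister screen read the other way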
HTR5A ag – HTR5A agonism, opioid heterodimer counter-screen; P47898; HTR5A agonist assay, luminescence, cell-based; activation, % at 9.3 µM; 340,000 tested, 0.61% active; in the data active means activation mostly above about 9.5%, no sharp cut-off; inactive means mostly below about 7.6%;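 further: 0% = cells with vehicle only and 100% = reference agonist; strong numbers were not always called active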
HTR5A inv ag – inverse agonist of human HTR5A in OPRM1-OPRD1 counter-screen. 340,000 tested, 0.083% active. HTR5A cell line, luminescence, inverse agonism. P47898. inhibition, % at 9.3 µM. AID 504634; in the data active means inhibition mostly above about 23%, no sharp cut-off; inactive means mostly below about 18%;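 further: 0% = cells with DMSO and 100% = no-cell wells with DMSO; some compounds called inactive have numbers as strong as hits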
Arr AP2 block – inhibitors of human beta-arrestin and AP2 interaction. FITC-arrestin peptide / GST-AP2 beads, flow cytometry; AP2 beta2 appendage carries R879A mutation. inhibition, % at 10 µM. 340,000 tested, 0.31% active;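 active means inhibition above a set limit, near 3 SD of compounds lacking own fluorescence, cut at about 54% in these data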;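 further: plate controls were DMSO wells for no effect and 5 µM unlabelled arrestin peptide for full effect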
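Assay system: GST-AP2 R879A bound to glutathione beads, E. coli-expressed; Medium: PBS with 0.05% Tween 20 and 0.1% BSA; Also added: fluorescein-tagged arrestin peptide at 50 nM final; Timing: 12 min plus 1 h, RT; Measured by: flow cytometry, FL1 (488/535 nm); Evaluation: percent drop in bead-associated FITC signal.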
* = called active by the depositor; . = not tested or not shown.

SMILES | HTR5A inv ag | Arr AP2 block | OPRM1-OPRD1 ag | HTR5A ag | MOR-DOR inv ag | PKA-R1A act | V-ATPase pH | Pemphigus Ab inh | DAGLB inhibitor | PKA-R2B activ
COc1cc(/C=N/NC(=O)c2cccc(S(=O)(=O)N3CCCC3)c2)ccc1O | 10 | 26 | 0.6 | 11 | -3 | -13 | 4 | 99 | 1 | 5
Cc1ccc(S(=O)(=O)Cn2nnnc2C(CC(C)C)N2CCN(C3CCCC3)CC2)cc1 (stereo not drawn) | 3 | -8 | -0.9 | 3 | 6 | 7 | 1 | 97 | -2 | 7
CCOC(=O)N1CCC(N(C(=O)Nc2ccccc2)C(C)CC)CC1 (stereo not drawn) | -18 | -9 | -1.3 | 0 | 7 | -2 | 2 | 96 | 3 | 0
CSc1nc(C)cc(SCC(=O)Nc2ccccc2)n1 | 18 | 7 | -1.9 | -1 | 10 | 1 | 1 | . | -2 | -6
CCCCC(=O)Nc1nc(C)c(-c2csc(Nc3ccccc3OC)n2)s1 | 12 | 11 | -1.1 | 6 | 6 | 0 | -1 | 99 | 1 | 3
CCCc1cc(=O)n2[nH]c(SCc3ccccc3)nc2n1 | -9 | -7 | -2.1 | 3 | 11 | -1 | 1 | . | 2 | 1
C[C@@H]1CCCCO[C@H](CN(C)S(=O)(=O)c2ccc(F)cc2)[C@@H](C)CN([C@H](C)CO)C(=O)c2cc(NC(=O)Nc3ccc(C(F)(F)F)cc3)ccc2O1 | . | . | . | . | . | -2 | 2 | . | -15 | -4
Cc1nc(Nc2ccc(S(N)(=O)=O)cc2)sc1-c1ccccc1 | -8 | 4 | 0.7 | 1 | -5 | -4 | 6 | 111 | 3 | -12
CC(=O)c1ccc(OCCCC(=O)N2CCN(S(=O)(=O)c3ccc(C)cc3C)CC2)cc1 | -2 | 31 | 1.4 | 1 | -10 | -8 | 0 | 108 | -1 | -8
Cc1cc(C)n2c(SCc3cccs3)nnc2n1 | -49 | -6 | -1.1 | 1 | 6 | 5 | 1 | 107 | -2 | -9
CCCNC(=O)c1c(CSc2ccccc2)noc1C(=O)NCc1ccccc1 | -4 | 40 | 1.8 | 2 | -11 | -13 | -3 | 102 | -13 | -11
COc1ccc(NC(=O)CN(C)C(=O)c2ccc(S(=O)(=O)Nc3ccccc3F)cc2)cc1 | 4 | -6 | 0.2 | 5 | -2 | -3 | -3 | 101 | 2 | 3
CC(=O)Nc1cccc(OCCCNC(=O)C2CCC2)c1 | -12 | -16 | -3.3 | 2 | 16 | 1 | 4 | . | -1 | -1
COc1ccc(C(=O)NC2=Nc3ccccc3N=C(C)C2c2ccccc2)cc1 (stereo not drawn) | 0 | 11 | -2.0 | 0 | 10 | 1 | 2 | 104 | 2 | -8
O=C(OCCc1cc2ccccc2c(=O)o1)N1CCOCC1 | -12 | 21 | -1.4 | 1 | 8 | 12 | 7 | 103 | -1 | 1
O=C(NCCC1=CCCCC1)C1CCCN(c2nc3ccccc3o2)C1 (stereo not drawn) | 3 | 11 | 2.1 | 0 | -11 | 2 | -2 | 105 | -4 | -5
O=C(NC1CS(=O)(=O)CC1NCc1ccccc1)c1ccccc1 (stereo not drawn) | 19 | 0 | -3.0 | 3 | 17 | 6 | -1 | 116 | 0 | -6
CC(C)c1nnc(NC(=O)CC(=O)Nc2ccccc2C(=O)O)s1 | 6 | 2 | -2.2 | -2 | 13 | -5 | 2 | 106 | 2 | 9
NC(=O)c1ccc(NC(=O)COc2cccc3ccccc23)cc1 | 19 | -16 | 0.1 | 2 | -1 | 2 | 1 | 104 | -3 | -6
CCN1C(=O)N(c2ccc(Cl)cc2)C(C)=CC1(C)C | 4 | 23 | 0.7 | 8 | -3 | -4 | -1 | 102 | 0 | -6
Cc1cc(NC(c2ccc(Cl)cc2)c2ccc3cccnc3c2O)no1 (stereo not drawn) | 3 | -5 | -4.0 | -3 | 17 | -14 | -1 | 105 | 5 | 4
C=CCN(C(=O)c1cc(C)cc(C)c1)C1(C(=O)Nc2ccccc2)CCN(C(C)C)CC1 | 31 | 2 | 0.6 | 2 | -3 | -8 | -1 | 110 | 1 | 4
CNC(=S)/N=C/NOCc1c(Cl)cccc1Cl | -2 | 48 | -0.7 | 1 | 4 | 2 | 1 | 99 | -2 | 0
Cn1ncc(Br)c1C(=O)Nc1ccc(Cl)cn1 | 0 | 18 | -0.1 | 0 | 1 | -2 | 5 | 99 | -5 | 4
COc1ccc(C(=O)CN(CCC(=O)O)S(=O)(=O)c2ccc([N+](=O)[O-])cc2)cc1 | 11 | -7 | -0.8 | 9 | 4 | -1 | -3 | 107 | 0 | -6
C=CCNC(=O)COC(=O)c1ccc(Cl)c(S(=O)(=O)N(Cc2ccccc2)c2ccccc2)c1 | -29 | -5 | 0.1 | 3 | -1 | -9 | -2 | 90 | -2 | -3
O=C(Nc1ccc(C(=O)O)cc1)/C(=C\c1ccc([N+](=O)[O-])cc1)NC(=O)c1ccco1 | . | . | . | . | . | -3 | -1 | 107 | -2 | 8
CCOc1ccc(CCNC(=O)COC(=O)CNS(=O)(=O)c2ccc(NC(C)=O)cc2)cc1OCC | -7 | 26 | -1.4 | 0 | 8 | -9 | -2 | 96 | -2 | -12
COc1ccc(C(=O)Nc2ccc(OC)c(OC)c2)cc1 | -24 | -4 | -0.6 | -3 | 3 | 9 | 5 | 100 | -3 | -2
FC(F)(F)c1cc(-c2ccco2)nc(N2CCN(Cc3ccccc3)CC2)n1 | -7 | 5 | 1.2 | 4 | -7 | -1 | -2 | 105 | -9 | -10
CC(=O)c1ccc(N2CCN(c3ncccn3)CC2)cc1 | -5 | -1 | -2.5 | 2 | 13 | 0 | -3 | 106 | -1 | -5
COc1cccc(-c2nnc(SCc3ccccn3)n2C)c1 | -20 | 10 | 2.1 | 4 | -11 | -1 | -7 | 89 | 3 | -9

2 consecutive compounds out of the list so far, quoted:
SMILES | HTR5A inv ag | Arr AP2 block | OPRM1-OPRD1 ag | HTR5A ag | MOR-DOR inv ag | PKA-R1A act | V-ATPase pH | Pemphigus Ab inh | DAGLB inhibitor | PKA-R2B activ
Cc1nc(Nc2ccc(S(N)(=O)=O)cc2)sc1-c1ccccc1 | -8 | 4 | 0.7 | 1 | -5 | -4 | 6 | 111 | 3 | -12
CC(=O)c1ccc(OCCCC(=O)N2CCN(S(=O)(=O)c3ccc(C)cc3C)CC2)cc1 | -2 | 31 | 1.4 | 1 | -10 | -8 | 0 | 108 | -1 | -8

New compounds follow.
SMILES | HTR5A inv ag | Arr AP2 block | OPRM1-OPRD1 ag | HTR5A ag | MOR-DOR inv ag | PKA-R1A act | V-ATPase pH | Pemphigus Ab inh | DAGLB inhibitor | PKA-R2B activ
Cc1nc(N2CCN(S(=O)(=O)c3cccc4nonc34)CC2)c2c3c(sc2n1)CCCC3 | 19 | 2 | -0.4 | -8 | 2 | -10 | 4 | 101 | 0 | -11
Cc1cccc(N2C(N)=NC(N)=NC23CCCCC3)c1 | -18 | -1 | 2.4 | 5 | -13 | -4 | -10 | 109 | -3 | -7
COc1ccc(Cl)cc1NC(=S)N1CCN(C(=O)C2CCCO2)CC1 (stereo not drawn) | -9 | -42 | -2.6 | -3 | 14 | -3 | 0 | 94 | -4 | -1
O=C(O)C1=CCCc2ccc(F)cc21 | -3 | -13 | -1.4 | 1 | 8 | 16 | -3 | 95 | -1 | 5
O=C(COc1ccc(Br)cc1)N1CCc2ccccc21 | 7 | 24 | -1.7 | 2 | 9 | -8 | -5 | 110 | -6 | 3
Cc1ccc(NC(=O)C2Cc3ccccc3CN2C(=O)c2ccccc2)cc1Cl (stereo not drawn) | -8 | -9 | 0.8 | 0 | -4 | -5 | 1 | 108 | -8 | -8
O=C(CCSc1ccccc1)NC(=O)COC(=O)c1ccc(OC(F)F)cc1 | 12 | 5 | 3.2 | 6 | -23 | -11 | 3 | 109 | -3 | 3
COc1ccc(OC)c(S(=O)(=O)N2CCC(C(=O)NC3CCCC3)CC2)c1 | 0 | -7 | -1.0 | 0 | 8 | 3 | 1 | . | 1 | 8
CSc1cc(-c2ccc(Cl)cc2)c(C(=O)NN)s1 | -11 | 0 | -1.3 | 3 | 7 | -6 | 4 | 101 | -8 | -1
N#Cc1cnn(-c2ncnc3sc(-c4ccccc4)cc23)c1N | -34 | 0 | 4.0 | 1 | -21 | 4 | -4 | 95 | -4 | 13
COc1ccc(-c2cc(C(=O)N3CCN(c4cccc(C)c4C)CC3)c3ccccc3n2)cc1OC | -4 | 2 | 0.0 | 2 | 0 | -18 | 3 | 114 | -8 | -3
CC[C@@H](C)C(NC(=O)OC(C)(C)C)c1cn([C@@H](Cc2cc3ccccc3[nH]2)C(=O)N2CCN(C(=O)OC(C)(C)C)CC2)nn1 (stereo partly drawn) | -11 | -10 | -0.6 | 2 | 3 | -4 | -3 | 97 | -2 | -14
COc1ccc(/C=C/C(=O)Oc2ccc(C=O)cc2OC)cc1 | 9 | -6 | -2.0 | -2 | 10 | -4 | 3 | . | -1 | -16
O=C(c1cccs1)N1CCN(Cc2ccccn2)CC1 | 3 | -15 | -1.4 | -1 | 7 | 11 | 3 | 104 | -1 | 0
COc1ccc(C(=O)OC(C)C(=O)NCC2CCCCC2)cc1S(=O)(=O)N1CCOCC1 (stereo not drawn) | 0 | -7 | -3.8 | -1 | 14 | 0 | -3 | . | -2 | -14
O=C(/C=C/c1ccccc1)N1CCC(N2CCC(C(=O)N3CCOCC3)CC2)CC1 | 19 | -14 | -1.5 | 0 | 8 | 2 | 0 | 102 | 1 | -1
CN(C)c1ccc(C2=NOC(CN3C(=O)c4ccccc4S3(=O)=O)C2)cc1 (stereo not drawn) | -26 | 5 | 1.2 | 1 | -7 | 3 | 3 | 110 | 1 | 7
Cc1cccc(OC(C)c2ccnc3nc(/N=C/N(C)C)nn23)c1 (stereo not drawn) | -4 | 2 | 0.4 | 3 | -3 | 1 | 0 | 126 | 2 | -2
COc1cc(C(=S)N2CCCC2)ccc1OCc1ccccc1 | 15 | 5 | -0.9 | -4 | 4 | -6 | 1 | 100 | -2 | 5
CCOC(=O)Cc1csc(NC(=O)C(NC(=O)C2CCC(C)CC2)C(C)C)n1 (stereo not drawn) | -4 | -21 | 0.1 | 1 | -1 | 7 | -4 | 96 | -3 | -3
CCc1nnc(NC(=O)CN2C(=O)NC3(CCCC3)C2=O)s1 | -5 | -8 | -2.3 | 2 | 9 | -5 | 3 | 107 | 1 | -4
COc1cc(CCCN2C(=O)C(=O)NC[C@@H]2c2ccccc2)cc(OC)c1OC | 17 | -3 | -1.9 | -7 | 10 | -6 | 4 | 100 | -1 | -2
Cc1ccc(C)n1-c1ccc(C(=O)NN)cc1 | 7 | 13 | -0.5 | 2 | 4 | -8 | 1 | 80 | 3 | 5
C=CCOc1cccc(C2c3c(oc4ccc(F)cc4c3=O)C(=O)N2CCCN2CCOCC2)c1 (stereo not drawn) | -2 | 8 | 0.0 | 1 | 0 | 7 | -3 | 109 | -2 | 6
